# Giardia kill: Giardia lamblia killing; AID 540267; activity change, % at 7.66 µM, hits read low; Giardia lamblia trophozoite viability; actives 0.15% (n = 340,000); in the data active = activity change below about -80%; inconclusive = between about -30% and that limit;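 note: parasites exposed to compound for two days anaerobically before the ATP read; % is set by controls: 0 for no effect and ±100 for the full control effect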
#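 Viability, read as ATP luminescence: trophozoites at 100 cells/well, compound added, 48 hrs anaerobic at 37 deg C, then 15-30 min room-temperature development before reading.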
# BCR signal inh: inhibitors of chronic active B-cell receptor signaling. Potency, µM (doses to about 46.1 µM), for inactives: top-dose ratio change, negative = lower green/red ratio, usual class: inhibitors. actives 0.05% (n = 340,000). ABC-DLBCL IkBa-CBG/CBR reporter, luminescence ratio, 4 h; active = well fitted inhibition curve with a large enough effect in the signal ratio, with a control signal flat, not every such curve was filed as active; inconclusive = small, poorly fitted or top-dose-only effect, or effect the other way, or a change in a side signal; the % refers to the signal ratio;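 note: potency is the fitted concentration of half-maximal effect; plate controls were basal doxycycline-induced cells for no effect and cells given 10 µM MG132 for full effect; MG132 reads +100%, hits lower the ratio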
#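 TMD8 human ABC-DLBCL cells with doxycycline-inducible IκBα–green luciferase fusion and unfused red luciferase, in 0.5% FBS medium; compounds up to 46 uM, 4 h at 37C. Green/red luminescence ratio, filter-overlap corrected, fitted to concentration-response curves.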
# Menin MLL FP TR: inhibitors of human menin-MLL interaction, mutant MLL peptide. Potency, µM (highest dose often 61.6 µM), inactives show at the top dose FP activity change, negative = inhibition, actives largely listed as inhibitors. actives 0.23% (n = 270,000). Menin + Texas Red MLL mutant peptide, fluorescence polarization. AID 1768. O00255; active = well fitted inhibition curve with a large enough effect in the polarisation, with a control signal flat, not every such curve was filed as active; inconclusive = small, poorly fitted or top-dose-only effect, or effect the other way, or a change in a side signal; inactive = no such curve, though single readings can be large or run the other way; the % refers to the polarisation; note: potency is the fitted concentration of half-maximal effect; % of control where 0% means no effect; many of its hits are not listed in these tables
# S-ASM inh: human S-ASM enzyme inhibition; P17405; placental ASM, HMU-PC fluorogenic substrate, 60 min; Potency, µM (top dose mostly 57.5 µM), for inactives: top-dose activity change, negative = inhibition, hits mostly inhibitors; actives 0.006% (n = 340,000); AID 504937; note: potency is the fitted concentration of half-maximal effect
#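 Human placenta-derived ASM preincubated with compound 10 min at room temperature, then reacted with 9 uM (final) fluorogenic HMU-PC substrate for 60 min at 37 C. Stop solution raises pH to 10; fluorescence read at Ex 386/Em 447 nm.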
# B2AR arrestin: beta2AR (human) beta-arrestin recruitment activity; AID 492947; Potency, µM (series often up to 46.1 µM), for inactives: at the top dose activation, actives largely listed as activators; beta-arrestin recruitment to beta2AR, cell-based reporter; P07550; actives 0.02% (n = 330,000);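 note: potency is the fitted concentration of half-maximal effect; 0% = DMSO controls and full agonism = EC100 isoproterenol or metaproterenol; nearly all actives have a fitted effect of over 65% in size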
# Target sequence (P07550 whole entry, looked up): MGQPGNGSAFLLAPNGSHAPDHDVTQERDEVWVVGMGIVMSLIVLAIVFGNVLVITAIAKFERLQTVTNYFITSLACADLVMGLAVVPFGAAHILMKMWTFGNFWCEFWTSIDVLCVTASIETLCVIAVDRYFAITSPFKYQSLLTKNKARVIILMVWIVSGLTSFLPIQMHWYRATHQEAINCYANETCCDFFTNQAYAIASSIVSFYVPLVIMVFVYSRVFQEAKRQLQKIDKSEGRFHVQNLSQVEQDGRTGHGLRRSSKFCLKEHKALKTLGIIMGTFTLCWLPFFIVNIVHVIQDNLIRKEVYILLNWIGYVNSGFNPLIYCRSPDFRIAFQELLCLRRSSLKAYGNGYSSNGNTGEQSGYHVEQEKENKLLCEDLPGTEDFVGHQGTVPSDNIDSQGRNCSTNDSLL
# GALK inh: blocks human galactokinase activity; actives 0.007% (n = 270,000); Potency, µM (series often up to 57.5 µM), without a hit: at the top dose activity change, negative = inhibition, most hits filed as inhibitors; Purified GALK, Kinase-Glo residual ATP luminescence; P51570; AID 1868; note: potency is the fitted concentration of half-maximal effect; % is set by controls: 0 for no effect and ±100 for the full control effect
# Target sequence (P51570 whole entry, looked up): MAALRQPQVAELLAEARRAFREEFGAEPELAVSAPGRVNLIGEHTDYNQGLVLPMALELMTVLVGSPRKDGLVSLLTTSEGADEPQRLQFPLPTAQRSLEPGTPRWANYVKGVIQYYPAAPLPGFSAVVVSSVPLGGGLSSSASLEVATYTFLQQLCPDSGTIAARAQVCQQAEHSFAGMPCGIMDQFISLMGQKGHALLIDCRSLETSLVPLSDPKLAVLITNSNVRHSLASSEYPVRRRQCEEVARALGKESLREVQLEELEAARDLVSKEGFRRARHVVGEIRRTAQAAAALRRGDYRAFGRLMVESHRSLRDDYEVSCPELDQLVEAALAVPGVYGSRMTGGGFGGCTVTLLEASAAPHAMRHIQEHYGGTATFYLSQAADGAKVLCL
#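 Luminescence from leftover ATP (Ultra-Glo luciferase/luciferin) served as read-out after a 1 h room-temperature reaction of 5 nM GALK with 35 uM ATP and 100 uM galactose.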
# Tb PFK block: T. brucei PFK enzyme inhibition; Potency, µM (doses to about 57.5 µM), inactives show at the top dose activity, negative = inhibition, usual class: inhibitors; T. brucei PFK, ADP-Glo luminescence; actives 0.17% (n = 330,000); AID 485367;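 note: potency is the fitted concentration of half-maximal effect; 0% = uninhibited 1x PFK enzyme wells and -100% = no-enzyme wells; nearly all actives have a fitted effect of over 60% in size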
#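 ADP-Glo luminescence quantified ADP after 45 min at room temperature, with 1.25 nM T. brucei PFK, 0.1 mM ATP and 0.5 mM fructose-6-phosphate in pH 8.0 TEA buffer. qHTS titrations up to 57 µM; curves classified by quality.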
# TSG101-PTAP inh: blocks PTAP/TSG101 interaction to inhibit HIV-1 budding. Q99816. AID 493005. Potency, µM (titrated, usually from 115 µM), inactives show at the top dose activity change, negative = inhibition, usual class: inhibitors. Fluorescence polarization, FITC-PTAP peptide / Tsg101 binding. 340,000 tested, under 10 active; active = well fitted inhibition curve with a large enough effect in the main read-out, with a control signal flat, not every such curve was filed as active; inconclusive = small, poorly fitted or top-dose-only effect, or effect the other way, or a change in a side signal; inactive = no such curve, though single readings can be large or run the other way; note: potency is the fitted concentration of half-maximal effect; % of control where 0% means no effect
#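 FP read-out: FITC-PTAP peptide, 50 nM final, binding Tsg101 binding domain, 10 uM final; 20 min, r.t.; 10 mM HEPES pH 7.5, 0.15 M NaCl, 0.01% Tween 20, 3 mM EDTA, 0.1 mM TCEP.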
# a7 integrin act: activators of alpha7 integrin expression for muscular dystrophy | Potency, µM (series often up to 38.3 µM), inactives show at the highest dose activation, hits mostly activators | actives 0.064% (n = 350,000) | alpha7betagal myoblasts, beta-gal FDG fluorescence, 48 h;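 note: potency is the fitted concentration of half-maximal effect; 100% = response of the positive control SU9516; nearly all actives have a fitted effect of over 60% in size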
#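 Alpha7betagal+/- myoblasts (passage 13) were plated 16-24 hr, then exposed to compounds (1:260 dilution of DMSO stock) for 48 hours at 37C. After MPER lysis, β-galactosidase reporter activity was read as FDG fluorescence (ex 480/em 540) after 30 minutes.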
# PKM2 act: activators of human pyruvate kinase M2; Potency, µM (doses to about 57.5 µM), without a hit: top-dose activation, most hits filed as activators; actives 0.34% (n = 260,000); purified PKM2, Kinase-Glo ATP luminescence, activation; response scale: 0% is enzyme alone, no compound; P14618; note: potency is the fitted concentration of half-maximal effect; % is set by controls: 0 for no effect and ±100 for the full control effect; nearly all actives have a fitted effect of over 55% in size
#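 ATP formation by purified human PK-M2, quantified via coupled luciferase luminescence after 1 h at room temperature with 0.1 mM ADP and 0.5 mM PEP final.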
# Coupling enz: inhibits coupling enzyme system, counter-screen for aldolase hits; AID 2472; activity change, negative = inhibition, % at 58.2 µM, hits read low; coupling enzyme system counterscreen, AmpLite Red fluorescence; actives 0.67% (n = 290,000); in the data active = activity change below about -30%; note: % is set by controls: 0 for no effect and ±100 for the full control effect
#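 Counterscreen lacking aldolase: glyceraldehyde-3-phosphate coupling-enzyme reagent preincubated 10 min at RT with compound (at 57.5 uM final), then substrate/coupling system with AmpLite Red added; fluorescence read at 525/598 nm after 20 min RT.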
# Active calls of the source: *; ? = inconclusive; nt = not tested or not shown; [ ] = dose if it differs, or a comment. Unless noted, calls come from the whole dose curve; as a rule, active = well fitted curve in the direction sought with a large enough effect; inconclusive = small, poorly fitted or top-dose-only effect, or another doubt; inactive = no such curve, though single readings can be large; an effect the other way counts as inactive or inconclusive. The list is partial; count on the stated rates, not on these rows.
SMILES,Giardia kill,BCR signal inh,Menin MLL FP TR,S-ASM inh,B2AR arrestin,GALK inh,Tb PFK block,TSG101-PTAP inh,a7 integrin act,PKM2 act,Coupling enz
O=C(c1cccc(C(F)(F)F)c1)N1CCN(C2CCCCC2)CC1,2,0%,-23%,0%,-0.1%,-1%,-5%,-4%,-6%,0%,-1
Cc1nnc(NC(=O)CSc2nc3c(c(=O)n2C)SC(C)C3)s1 (stereo unspecified),1,-3%,0%,5%,0.5%,0%,-2%,0%,-6%,16%,3
CC(C)c1ccccc1NC(=O)COC(=O)CNC(=O)c1ccc(Br)cc1,3,-2%,4%,4%,-0.3%,0%,-4%,-6%,14%,8%,4
O=C(CCc1ccccc1)Nc1nnc(-c2cccs2)o1,-6,?,-1%,-2%,0.2%,2%,-3%,-1%,-11%,-4%,2
CC(C)[C@H](NC(=O)C1CCN(S(=O)(=O)c2ccccc2)CC1)C(=O)NCc1ccc(F)cc1,1,2%,nt,8%,0.4%,-5%,0%,-1%,16%,nt,nt
CCOC(=O)C1(Cc2ccccc2)CCN(Cc2cccn2-c2cccnc2)CC1,-17,?,-13%,-2%,11%,0%,0%,-2%,0%,-2%,-2
O=C(CC1NCCc2ccccc21)Nc1ccccc1Cl (stereo unspecified),26,?,-9%,4%,-0.3%,-6%,-2%,0%,13%,0%,2
CC(=O)SC1CC(=O)N(c2c(C)cccc2C)C1=O (stereo unspecified),-10,?,nt,1%,-0.2%,-1%,9%,-1%,-8%,3%,4
CCOc1ccc(N2C(=O)CC(N(O)c3ccccc3)C2=O)cc1 (stereo unspecified),1,-15%,3%,0%,-0.1%,6%,1%,-3%,15%,4%,4
COc1ccccc1C(=O)N/C(=C\c1cn(S(=O)(=O)N(C)C)c2ccccc12)C(=O)NCCN1CCOCC1,-19,1%,-6%,-1%,0.2%,-3%,1%,-3%,-11%,nt,-2
c1ccc(-n2nnnc2CN2CCOCC2)cc1,24,-16%,1%,0%,-0.1%,0%,-7%,-2%,20%,-22%,-1
CS(=O)(=O)N(CC(=O)NCc1ccccc1Cl)C1CCCCC1,-7,0%,3%,5%,-1.2%,nt,-8%,-1%,-8%,-4%,0
COc1cc(COCC(O)CN2CCN(Cc3ccccc3)CC2)cc(OC)c1OC (stereo unspecified),-10,0%,-29%,3%,-1.1%,-3%,1%,-3%,-36%,3%,3
Cc1ccc(NC(=O)CSc2nnc(Cc3cccn3C)n2-c2ccc(F)cc2)c(C)c1,3,9%,-9%,0%,-0.5%,2%,-4%,1%,3%,21%,-1
O=C(O)CCSCC(=O)c1ccc2c(c1)OCCO2,-3,10%,-7%,1%,-0.2%,6%,0%,-4%,6%,10%,2
Cc1c(OCC(=O)N[C@@H](Cc2ccccc2)C(=O)O)ccc2c1oc(=O)c1ccccc12,-2,?,12%,14%,-0.5%,nt,-6%,-2%,7%,-12%,12
O=c1[nH]c(=S)n(-c2cccc(C(F)(F)F)c2)c(O)c1C=NCCN1CCNCC1,-16,8%,8%,9%,0.7%,0%,-1%,-4%,-3%,nt,2
CCc1ccc(NC(=O)CSc2nnc(-c3ccccn3)n2C)cc1,13,-1%,5%,-3%,0.5%,1%,-6%,-6%,-2%,1%,0
Oc1ccccc1-c1ccn[nH]1,-9,-2%,nt,3%,0.0%,nt,8%,0%,-2%,nt,nt
N=C1C(c2ccccc2)=C(O)CN1c1cccc(S(=O)(=O)N2CCCCC2)c1,21,6%,nt,2%,-1.1%,-1%,2%,-4%,-2%,-2%,3
Cn1c(/C=N/NC(=O)c2ccccc2Br)nc2ccccc21,2,?,-11%,-2%,-1.1%,-2%,6%,-10%,-17%,5%,3
CCNC(=O)N(CC)C[C@H]1N[C@@](Cc2ccccc2)(C(=O)OC)[C@H]2C(=O)N(C)C(=O)[C@@H]12,9,3%,nt,2%,-1.6%,nt,-1%,-5%,5%,nt,nt
O=C1C2C3C=CC(C4CC34)C2C(=O)N1/N=C/c1ccc([N+](=O)[O-])o1 (stereo unspecified),-19,-15%,2%,-1%,4.5%,-1%,-6%,-6%,-54%[inhibitor],0%,-13
O=C(COC(=O)c1cccc(S(=O)(=O)N2CCOCC2)c1)c1ccccc1,-16,2%,0%,-1%,-0.6%,0%,-1%,-4%,4%,nt,3
CC(=O)NCC(=O)NC1CCCc2c1cnn2-c1ccc(C(C)(C)C)cc1 (stereo unspecified),15,2%,-20%,-2%,0.0%,0%,0%,-5%,-2%,-8%,1

# More entries follow:
SMILES,Giardia kill,BCR signal inh,Menin MLL FP TR,S-ASM inh,B2AR arrestin,GALK inh,Tb PFK block,TSG101-PTAP inh,a7 integrin act,PKM2 act,Coupling enz
CCN1C(=O)C2C(c3cccc(F)c3)NC(C)(C(=O)OC)C2C1=O (stereo unspecified),9,1%,5%,-1%,-0.2%,-1%,0%,-6%,10%,0%,2
CCOC(=O)C1CCN(C(=O)C2CCN(c3nnc(-n4cccc4)s3)CC2)CC1,-15,7%,-17%,-2%,-0.3%,7%,-14%,-7%,10%,nt,4
O=c1c2ccccc2nc(/C=C/c2ccc3c(c2)OCO3)n1CCCO,-11,-1%,9%,61%[activator],-0.2%,11%,-4%,-2%,-10%,1%,4
Cc1cc(C)c(C(=O)c2ccc(C(=O)N(C(C)C)C(C)C)cc2)c(C)c1,8,17%,-5%,-1%,1.7%,1%,2%,-7%,17%[7.66 µM],-2%,-6
COc1ccc(C)cc1NC(=O)C(c1ccccc1)N1CCN(CC(=O)N2CCOCC2)CC1 (stereo unspecified),-19,-13%,nt,0%,-0.4%,nt,1%,-1%,1%,nt,nt
Cc1ccc(C)n1NC(=O)c1ccccc1,-5,-8%,0%,2%,-0.1%,-3%,0%,-3%,22%,1%,0
CCC1(CC)NC(=O)N(CC(=O)OCC(=O)Nc2ncc(Cl)cc2Cl)C1=O,-2,-7%,nt,1%,0.1%,nt,-5%,-5%,-6%,nt,nt
COC(=O)c1ccc(S(=O)(=O)NCc2ccccc2)n1C,9,-5%,nt,2%,-0.1%,5%,-2%,-3%,-22%,-10%,6
COc1ccc2nc(C3CCCCC3)nc(C3CCCCC3)c2c1,9,?,nt,-11%,-0.6%,nt,-5%,3%,-14%,nt,nt
Cn1c(=O)[nH]c(=O)c2c1nc(N1CCCCC1)n2CC(O)CN1CCCCC1 (stereo unspecified),8,-1%,-10%,5%,0.1%,-1%,0%,-6%,23%,-3%,3
CC1CCCC(C)N1C(=O)COC(=O)CCC(=O)c1cccs1 (stereo unspecified),18,2%,nt,-1%,-1.0%,nt,0%,-2%,?,nt,nt
CCC(=O)N1CC2(C)CN(C(=O)CC)CC(C)(C1)C2,-14,0%,-1%[11.7 µM],2%,-0.8%,-1%,-2%,-2%,-20%,2%,4
CC(=O)N1CCN=C1SCc1ccc(C)cc1,-5,2%,5%,7%,-1.2%,-2%,-4%,1%,-9%,0%,-1
CCOC(=O)C1CCN(CCC(=O)Nc2ccc(F)cc2)CC1,0,-14%,2%,3%,0.0%,0%,-7%,-2%,4%,0%,0
CCOC(=O)c1ccc(N(C(=O)CNC(=O)c2ccco2)C(C(=O)NCC2CCCO2)c2ccc(OC)c(OC)c2)cc1 (stereo unspecified),-4,-9%,-7%,-5%,-0.2%,0%,1%,-1%,5%,-6%,1
CCOC(=O)c1c(-c2ccccc2)csc1NC(=O)C(C)NCc1ccco1 (stereo unspecified),4,23%,-21%,-3%,-0.2%,-4%,3%,-3%,-25%,5%,0
C=CCn1c(OCc2ccccc2)n[nH]c1=S,10,5%,13%,2%,0.2%,4%,8%,-1%,16%,nt,3
O=C(COC(=O)Cc1ccc(Br)cc1)NCC1CCCCC1,17,-2%,-26%,0%,0.2%,7%,1%,-1%,4%,5%,4
Cc1ccc2c(c1)N(C(=O)CCC(=O)N1CCOCC1)CCO2,-24,-16%,-1%,0%,-1.1%,nt,4%,0%,-22%,6%,2
COc1cccc(-c2cc(C(=O)NN3CCOCC3)c3ccccc3n2)c1,-12,-1%,-6%,1%,0.0%,3%,0%,2%,-14%,5%,-3
O=C(COc1cccc2cccnc12)Nc1nccs1,-3,?,-14%,1%,-0.4%,0%,-3%,-8%,9%,1%,0
CC(=O)c1cc(F)c(N2CCN(C(=O)COc3ccc(F)cc3)CC2)cc1C,-8,8%,-7%,0%,0.0%,-4%,-4%,-1%,-27%,1%,-1
Cc1ccc(NC(=O)CCc2nnc(SCC(=O)Nc3ccccc3C)n2C)cc1Cl,15,-1%,-30%,0%,0.5%,-2%,3%[0.46 µM],-10%,-17%,0%,1

# Compound activity (PubChem)
